# CBFb RUNX1 block = qHTS Assay for Compounds Blocking the Interaction Between CBF-beta and RUNX1 for the Treatment of Acute Myeloid Leukemia. Runt-related transcription factor 1 (Homo sapiens) + Core-binding factor subunit beta …. Potency, µM (highest dose often 59.8 µM), for the others: top-dose activity, negative = inhibition, actives largely listed as inhibitors. 230,000 tested, under 10 active. AlphaScreen CBFb-His/RUNX1-biotin binding, biochemical; also: % of control where 0% means no effect
# Target sequence (Q01196 whole entry, looked up): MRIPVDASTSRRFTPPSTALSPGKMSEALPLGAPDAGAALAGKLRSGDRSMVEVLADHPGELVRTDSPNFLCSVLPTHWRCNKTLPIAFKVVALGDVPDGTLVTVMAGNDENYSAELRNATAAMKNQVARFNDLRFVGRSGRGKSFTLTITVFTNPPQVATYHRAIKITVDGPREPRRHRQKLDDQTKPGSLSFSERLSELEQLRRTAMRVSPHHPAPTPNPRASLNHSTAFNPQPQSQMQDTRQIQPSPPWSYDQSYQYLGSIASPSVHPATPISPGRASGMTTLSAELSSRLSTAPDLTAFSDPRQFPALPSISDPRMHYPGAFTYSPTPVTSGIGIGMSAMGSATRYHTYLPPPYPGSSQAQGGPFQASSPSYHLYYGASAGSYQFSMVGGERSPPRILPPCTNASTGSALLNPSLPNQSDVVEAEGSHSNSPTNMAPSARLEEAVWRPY
# Target sequence (Q13951 whole entry, looked up): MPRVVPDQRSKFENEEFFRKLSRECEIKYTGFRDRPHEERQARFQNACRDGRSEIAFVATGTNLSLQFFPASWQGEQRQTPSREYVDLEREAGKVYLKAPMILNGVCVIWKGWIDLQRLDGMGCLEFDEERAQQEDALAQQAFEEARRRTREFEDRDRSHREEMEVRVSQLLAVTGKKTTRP
#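 Proteins preincubated together for 20 min at RT before compound addition; 15 min later, nickel and streptavidin beads were added and left 90 min prior to AlphaScreen measurement.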
# HttQ103 aggreg = qHTS Multiplex Assay to Identify Dual Action Probes in a Cell Model of Huntington: Aggregate Formation (GFP); PC12 HttQ103-GFP aggregates, Acumen cytometry, 40 h; Potency, µM (highest dose often 46.1 µM), without a hit: at the highest dose activity change, negative = inhibition, hits mostly inhibitors; 220,000 compounds, 1.1% hits; AID 1688, 2009; also: potency is read from the fitted curve at half-maximal effect; % is scaled to controls: 0 for no effect and ±100 for the full control effect; nearly all actives have a fitted effect of over 60% in size
#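 PC12/HTTQ103-GFP, ecdysone-inducible; teb 100 nM; cpd qHTS titration; GFP aggregates read on laser cytometer, Ex 488/Em 500-530 nm.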
# IMPase Li inh = qHTS Assay for Identifying the Cell-Membrane Permeable IMPase Inhibitors: Potentiation with Lithium | Potency, µM (top dose mostly 59.4 µM), for inactives: top-dose activity, negative = IMPase inhibition, most hits filed as inhibitors | CHO-M1 cells, IP1 TR-FRET (IP-One), carbachol + lithium | AID 1457, 2008 | 210,000 compounds, 0.35% hits;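 also: IP1 builds up when IMPase is blocked and the TR-FRET signal falls; potency is read from the fitted curve at half-maximal effect; plate controls were basal vehicle for no effect and high inhibitor control for full effect; nearly all actives have a fitted effect of over 50% in size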
#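 Readout is a homogeneous TR-FRET IP1 immunoassay (Ex 320, Em 665 and 620), where raised cytosolic IP1 lowers signal. Cells were CHO-M1 treated 30 min at 37C with test compounds plus a little lithium; AC50 values came from Hill-equation fitting.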
# KinaseGlo FLuc = Counterscreen for Luciferase (Kinase-Glo TM) Inhibition | Luciferin 4-monooxygenase (Photuris pensylvanica), Q27757 | Kinase-Glo luciferase, ATP luminescence, 8 min | Potency, µM (titrated, usually from 38.3 µM), for the others: at the highest dose activity change, negative = inhibition, actives largely listed as inhibitors | 200,000 compounds, 0.28% hits; also: potency is read from the fitted curve at half-maximal effect; % is scaled to controls: 0 for no effect and ±100 for the full control effect; nearly all actives have a fitted effect of over 60% in size
#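 Luminescence was the read-out, taken after 8-minute incubation at ambient temperature. Luciferase turned over luciferin with 10 uM ATP in imidazole pH 7.2 buffer containing KCl, MgCl2, Tween 20 and BSA.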
# Epigenetic reg = Quantitative High-Throughput Screen for Regulators of Epigenetic Control; 280,000 compounds, 0.2% hits; Potency, µM (titrated, usually from 53.9 µM), inactives show at the highest dose GFP activation, usual class: activators; murine LDR cells, GFP reporter derepression, 30 h; AID 1865, 2009; also: potency is read from the fitted curve at half-maximal effect; % of control where 0% means no effect; nearly all actives have a fitted effect of over 60% in size
#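 Murine LDR cells bearing a silenced CMV-driven GFP reporter were exposed to compound for 30 h at 37 C. After PBS washes, GFP-positive cells (20-120 um objects) counted by laser-scanning microplate cytometry.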
# LMNA splice mod = qHTS Assay for Modulators of Lamin A Splicing; HeLa LMNA splicing GFP/RFP minigene ratio, 48 h; 200,000 compounds, 0.01% hits; AID 1487, 2009; Potency, µM (top dose mostly 46.1 µM), without a hit: at the highest dose ratio change, negative = inhibition, hits mostly inhibitors; active = well fitted inhibition curve with a large enough effect in the signal ratio, with a control signal flat, not every such curve was filed as active; inconclusive = small, poorly fitted or top-dose-only effect, or effect the other way, or a change in a side signal; the % refers to the signal ratio; also: potency is read from the fitted curve at half-maximal effect; % is scaled to controls: 0 for no effect and ±100 for the full control effect
#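 S3 HeLa cells stably expressing lamin A-EGFP splicing minigene plus DsRed2, 600 cells/well, 48 h compound exposure at 37C. Laser-scanning cytometry; analysed as GFP (500-530 nm)/RFP (575-640 nm) total intensity ratio; 0.5% DMSO vehicle.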
# NPSR antag = qHTS Assay for Antagonists of the Neuropeptide S Receptor: cAMP Signal Transduction | CHO-NPSR cells, cAMP TR-FRET, antagonist mode | Potency, µM (titrated, usually from 38.3 µM), for the others: top-dose activity change, negative = inhibition, most hits filed as inhibitors | 220,000 compounds, 1% hits; also: potency is read from the fitted curve at half-maximal effect; % is scaled to controls: 0 for no effect and ±100 for the full control effect; nearly all actives have a fitted effect of over 50% in size; many of its hits are not listed in these tables
# Target sequence (Q6W5P4 whole entry, looked up): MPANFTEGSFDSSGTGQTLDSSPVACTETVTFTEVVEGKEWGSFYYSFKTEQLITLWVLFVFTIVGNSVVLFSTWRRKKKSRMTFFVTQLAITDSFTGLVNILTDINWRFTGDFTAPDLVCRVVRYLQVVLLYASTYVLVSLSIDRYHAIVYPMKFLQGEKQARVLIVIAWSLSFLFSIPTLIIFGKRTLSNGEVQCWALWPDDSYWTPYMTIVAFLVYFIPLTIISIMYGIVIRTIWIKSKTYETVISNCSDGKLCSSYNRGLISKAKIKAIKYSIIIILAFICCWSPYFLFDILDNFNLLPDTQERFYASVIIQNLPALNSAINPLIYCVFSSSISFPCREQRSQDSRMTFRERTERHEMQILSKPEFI
# The depositor's hits bear a star; u = inconclusive; x = no result given; & = joins results of further samples; [ ] = dose if it differs, or a comment. Unless noted, calls follow the shape of the dose curve; as a rule, active = well fitted curve in the direction sought with a large enough effect; inconclusive = small, poorly fitted or top-dose-only effect, or another doubt; inactive = no such curve, though single readings can be large; an effect the other way counts as inactive or inconclusive. The list is partial. The share of hits here may be higher or lower than overall.
# Every second line gives: CBFb RUNX1 block | HttQ103 aggreg | IMPase Li inh | KinaseGlo FLuc | Epigenetic reg | LMNA splice mod | NPSR antag
O=C(CSc1nc(O)cc(=O)[nH]1)N1CCCc2ccccc21
  6% | -22% | 16%[38.3 µM] | -4% | 1.0% | 11% | -10%[46.1 µM]
O=C1/C(=C\c2ccco2)NC(=S)N1c1ccccc1
  1% | 30%[9.22 µM] | 7% | -2% | -0.1% | x | -7%
O=C(Cc1c(F)cccc1Cl)Nc1ccc(-n2cnnn2)cc1
  1% | -5% | 1% | -5% | -1.1% | u | -7%
CC1(C)Oc2ccc3ccc(=O)oc3c2/C(=C/Nc2ccc(O)cc2)C1=O
  -18% | -14%[9.22 µM] | 13% | 0% | 9.9% | u | u
Cc1ccccc1N1C(=O)C2C3CC(=O)C(c4ccccc43)C2C1=O (configuration not stated)
  16% | -12% | -3% | -2% | 0.0% | -12% | 14%
O=C(Nc1ccc(Cl)cc1Cl)NC1CCCC1
  -4% | 5% | 0% | -3% | -0.2% | x | 1%
CCSc1nnc(-c2ccccc2N)c(=O)[nH]1
  6% | -11% | 30%[activator][38.3 µM] | 0% | 0.0% | 7% | -1%[46.1 µM]
CN1CCN(S(=O)(=O)c2ccc(Br)s2)CC1
  5% | u | x | x | -0.9% | 0% | -2%[46.1 µM]
COc1cccc(/C=C/C(=O)OCC(=O)Nc2ccccc2Sc2ccccc2)c1
  u | 7% | -4% | -1% | 0.7% | -2% | -5%
Cc1ccc(CSC2=CS(=O)(=O)c3ccccc3N2)cc1
  1% | -19% | 8%[38.3 µM] | -3% | -0.2% | -1% | 4%[46.1 µM]
COc1ccc(S(=O)(=O)Nc2nc3ccccc3s2)cc1
  12% | -1% | 21%[38.3 µM] | 0% | -3.3% | 9% | -2%[46.1 µM]
CCC(C)[C@H](NC(=O)N1CCCC1)C(=O)O (some centres not stated)
  -1% | 10% | 3%[38.3 µM] | 0% | 1.3% | -11% | 9%[46.1 µM]
Cc1cccc(NC(=O)c2ccccc2OCC(=O)N2CCCC2)c1C
  3% | -5% | 0% | 1% | 0.1% | -2%[46 µM] | -5%
Cc1ccc2nc3n(c(=O)c2c1)CCC3
  5% | -2% | -1%[38.3 µM] | 2% | 0.0% | -11% | 1%[46.1 µM]
CCOc1ccccc1NC(=O)C(Sc1nnnn1C)c1ccccc1 (configuration not stated)
  4% | -9% | 5% | 0% | -1.4% | x | -3%
COc1ccc(C(CCN2CCOCC2)c2c(O)cc(OC)cc2OC)cc1 (configuration not stated)
  19%&5% | -1%[9.22 µM] | x | x | 1.0% | x | 27%
COc1ccc(NC(=O)C2CCN(C(=O)Cc3ccccc3)CC2)c(OC)c1
  -6% | 4%[9.22 µM] | 3% | -5% | -3.5% | 12%[46 µM] | 6%
CCSc1nnc(NC(=O)c2ccccn2)s1
  -9% | -25% | 4%[38.3 µM] | -29% | u | u | -26%[46.1 µM]
O=C(O)C1CC=CCC1C(=O)N1CCCC1 (configuration not stated)
  4% | -14% | x | x | -5.3% | -8% | 0%[46.1 µM]
O=C(NCC1CCCO1)C(c1ccc(N2CCOCC2)cc1)N(C(=O)Cn1nnc2ccccc21)c1ccccc1F (configuration not stated)
  1% | x | 2% | -1% | -1.1% | 0%[46 µM] | -23%

# Continuation.
# Every second line gives: CBFb RUNX1 block | HttQ103 aggreg | IMPase Li inh | KinaseGlo FLuc | Epigenetic reg | LMNA splice mod | NPSR antag
O=C(Nc1ccccc1)Nc1ccc(C(=O)N2CCCC2)cc1
  2% | -7% | 1% | 6.3µM* | -0.3% | x | 7%
C[C@@H]1CC=C[C@H]2[C@H]1C(=O)N(Cc1ccccc1)[C@H]2c1cccc([N+](=O)[O-])c1
  -9% | -24%[9.22 µM] | x | x | -0.5% | x | u
O=C(NCCN1CCOCC1)C1CCN(c2ncnc3c2sc2cccc(F)c23)CC1
  2% | -19% | u | -4% | -0.2% | -5% | 18%[46.1 µM]
N#Cc1cnn(Cc2ccccc2)c1/N=C/N1CCOCC1
  7% | -15% | 1%[38.3 µM] | -1% | 0.1% | 12% | -2%[46.1 µM]
COc1ccc(N2CCN(C(=O)c3ccc4nc(N5CCCCC5)sc4c3)CC2)cc1
  -9% | 2% | 38%[activator][38.3 µM] | 1% | -0.8% | -8% | -11%[46.1 µM]
CCOC(=O)c1cc2cc(CC(=O)c3ccc(OCC)cc3O)ccc2o1
  4% | 3% | 21%[38.3 µM] | -1% | -2.6% | 11% | -14%[46.1 µM]
CC(C)N(C(=O)CSc1nnc(CSc2ncccn2)n1C)C(C)C
  2% | -5%[9.22 µM] | -1% | 1% | 2.5% | u | -11%
CC(=O)Nc1cccc(NC(=O)CSc2nnnn2C)c1
  u | -4% | -1%[38.3 µM] | 1% | -1.1% | -6% | -2%[46.1 µM]
COc1ccc2c(c1)CC/C2=N\NC(=O)c1ccccc1
  -2% | 12% | 5% | -6% | -0.1% | -1% | 8%
Cc1cc(C)c2[nH]c(=O)c(CN(CC3CCCO3)C(=O)c3cnccn3)cc2c1 (configuration not stated)
  2% | 1% | 2%[38.3 µM] | 0% | 0.0% | 3% | -1%[46.1 µM]
COc1cc(C)ccc1OCCCCOc1ccccc1C(C)=O
  21% | u | 6% | 1% | -1.9% | u | -7%
Cc1ccc(C(=O)Nc2ccc(C(F)(F)F)n(C)c2=O)cc1
  3% | 19% | 1% | -3% | -4.1% | x | 19%
O=C(CSc1n[nH]c(=O)n1C1CC1)c1ccc2c(c1)OCCO2
  -4% | -3%[9.22 µM] | x | x | -1.3% | x | 1%
Cc1cc(C)n2cc(CSc3nnc(SCc4cn5c(C)cc(C)nc5n4)s3)nc2n1
  3% | -7% | 16%[38.3 µM] | -3% | -5.0% | -12% | -9%[46.1 µM]
CCN(c1ccccc1)S(=O)(=O)c1ccc(NC(=S)NC(=O)c2ccc(Br)o2)cc1
  -16% | -20% | -17%[38.3 µM] | 2% | 1.1% | 21% | u
CCOc1nc(CC)nc(NC(=O)NS(=O)(=O)c2ccccc2Cl)n1
  -2% | 3% | 2%[38.3 µM] | -2% | -2.2% | -3% | 4%[46.1 µM]
COc1ccccc1Nc1nc(-c2c(C)nc3ncccn23)cs1
  -8% | -4%[9.22 µM] | 24% | 1% | 3.0% | u | 41%
Cn1nc(C(F)(F)F)c(/C=N/OC(=O)c2ccccc2Cl)c1SCc1ccccc1Cl
  22% | 10µM* | 17% | 6% | 1.8% | u | -26%[46.1 µM]
Cc1cccc(C(=O)O/N=C2\CCSc3ccc(C)cc32)c1
  8% | -8% | 7% | 2% | -0.9% | -10% | -15%[46.1 µM]
O=C(Nc1cc(=O)[nH]c2nc(-c3ccc(Cl)cc3)nn12)c1ccccc1
  5% | 19%[9.22 µM] | x | x | -1.0% | x | u

# One compound at a time, from the list above. Values in the order: CBFb RUNX1 block, HttQ103 aggreg, IMPase Li inh, KinaseGlo FLuc, Epigenetic reg, LMNA splice mod, NPSR antag
# N#Cc1cnn(Cc2ccccc2)c1/N=C/N1CCOCC1 in the list: 7%, -15%, 1%[38.3 µM], -1%, 0.1%, 12%, -2%[46.1 µM]
# Cn1nc(C(F)(F)F)c(/C=N/OC(=O)c2ccccc2Cl)c1SCc1ccccc1Cl in the list: 22%, 10µM*, 17%, 6%, 1.8%, u, -26%[46.1 µM]
# COc1cc(C)ccc1OCCCCOc1ccccc1C(C)=O in the list: 21%, u, 6%, 1%, -1.9%, u, -7%
# Cc1cc(C)c2[nH]c(=O)c(CN(CC3CCCO3)C(=O)c3cnccn3)cc2c1 (configuration not stated) in the list: 2%, 1%, 2%[38.3 µM], 0%, 0.0%, 3%, -1%[46.1 µM]
# O=C(Nc1cc(=O)[nH]c2nc(-c3ccc(Cl)cc3)nn12)c1ccccc1 in the list: 5%, 19%[9.22 µM], x, x, -1.0%, x, u

# Next part.
# Every second line gives: CBFb RUNX1 block | HttQ103 aggreg | IMPase Li inh | KinaseGlo FLuc | Epigenetic reg | LMNA splice mod | NPSR antag
CC1(C)CCC2=C(O1)c1ccccc1C(=O)C2=O
  u | x | 25%&36%&27% | 5%&-4% | -1.1%&-0.2%&2.1% | u | u
O=C1CC(N(O)C2CC(=O)N(Cc3ccccc3)C2=O)C(=O)N1Cc1ccccc1 (configuration not stated)
  -2% | 10% | 6%[38.3 µM] | -2% | -1.1% | 8% | -4%[46.1 µM]
Cc1cc(C)nc(Sc2ccc(/C=C(\C#N)C(=O)Nc3ccccc3)o2)n1
  -3% | 22% | 45%[activator][38.3 µM] | -6% | 3.9% | -21% | -9%[46.1 µM]
CC12COC3(C(=O)Nc4ccc(Cl)cc4)CC1CCC32C (configuration not stated)
  7% | -11% | 0% | -2% | -1.0% | u | -40%
CC(C)C[C@@H](CC(=O)N[C@H](CC(=O)N[C@@H]1CCCC[C@H]1C(=O)N[C@H](CC(=O)N[C@@H](CCC(=O)O)CC(=O)O)Cc1ccccc1)C(C)C)NC(=O)[C@@H]1CCCC[C@H]1N
  -3% | x | -4% | 0% | 0.0% | x | x
CCn1c(CNC(=O)c2ccco2)nnc1SCC(=O)Nc1cccc(F)c1
  2% | -13%[9.22 µM] | -2% | 2% | -3.2% | x | -5%
CN(C)/C=C/C(=O)c1ccc(Cl)cc1
  -5% | 11% | -3%[38.3 µM] | -6% | -1.1% | -8% | 1%[46.1 µM]
Nc1ccc(Oc2ccc3c(c2)C(=O)N(CC2CCCO2)C3=O)cc1 (configuration not stated)
  9% | -5%[9.22 µM] | x | x | 0.5% | x | -4%
Cc1nn(Cc2ccccc2)c(C)c1NC(=O)CSc1nnc(-c2cc(Cl)ccc2O)n1C
  9% | 8% | 32%[activator][38.3 µM] | 3% | 0.0% | 0% | 23%[46.1 µM]
Cn1cnc(S(=O)(=O)N2CCN(c3ccc(F)cc3)CC2)c1
  4% | 6%[9.22 µM] | x | x | 0.5% | x | -17%
O=C(COC(=O)c1ccccc1)Nc1cccc(S(=O)(=O)N2CCOCC2)c1
  3% | 11% | 12% | -2% | -6.6% | -13%[46 µM] | 0%
O=C(CSc1ncnc2scc(-c3ccccc3)c12)N1CCN(c2ccccc2F)CC1
  -4% | -9% | 15% | 1% | 4.7% | u | u
